# H9c2 TAG inh: inhibitors of triacylglycerol accumulation. 230,000 compounds, 0.66% hits. inhibition, % at 12.5 µM. H9c2 cells, Nile Red lipid (TAG) fluorescence; cells loaded with 200 µM oleic acid;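 active = pattern-corrected inhibition of lipid staining of at least 50% with the nuclear-stain viability signal not falling by more than 50%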;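 note: 0% = DMSO wells and 100% = triacsin C control wells; some results filed as inactive read as strong as hits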
# H9c2 TAG inh DAPI viability: further read-out of H9c2 TAG inh, marked with its call; DAPI nuclei signal change (viability), lower = more cytotoxic, %;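 whole-well DAPI fluorescence read on a plate reader as a viability signal; minus 50 percent equals half of cells still viable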
# * = called active by the depositor. Not all compounds are listed. The share of hits here may be higher or lower than overall.
# Value order: H9c2 TAG inh, H9c2 TAG inh DAPI viability
> CC(=O)NC(C)C(=O)OCc1ccc(Cl)cc1Cl (configuration not stated)
 : -2, -2
> CN(Cc1ccccc1)C(=O)c1ccc(NC(=O)C2CCN(C(=O)OC(C)(C)C)CC2)cc1
 : -31, 3
> COc1ccc(C(C)(C)C)cc1NC(=O)c1ccccc1-n1cnnn1
 : 1, -4
> CN(C)C(=O)c1cccc(-c2cc(NC=O)c3ncc(-c4ccc(F)c(Cl)c4)n3c2)c1
 : -16, 4
> CC1CCCCC1NC(=O)COC(=O)c1ccccc1NC(=O)c1ccco1 (configuration not stated)
 : 6, -11
> CCOC(=O)c1ccn(CSc2c(F)c(F)cc(F)c2F)n1
 : -2, 1
> O=C(Nc1ccccc1)C1=C[C@@H](c2ccc(Br)cc2)C[C@@H](OCc2ccc(CO)cc2)O1
 : 16, 3
> NC(=O)C1(c2ccccc2)OC1c1ccccc1 (configuration not stated)
 : -29, -10
> Cc1ccc(S(=O)(=O)N2C(=O)CCC2C(N)=O)cc1 (configuration not stated)
 : -6, -7
> Cn1c(C(=O)O)c(CC(=O)Nc2ccc(F)cc2F)c2ccccc21
 : -20, 9
> FC(F)(F)c1cnc(Nc2ccc(N3CCOCC3)cc2)c(Cl)c1
 : 17, -4
> CCOc1ccc(N(CC(=O)N2CCCCCC2)S(C)(=O)=O)cc1
 : -5, 7
> COc1ccc(S(=O)(=O)Nc2cc(Cl)ccc2-n2cncn2)cc1
 : 8, 6
> COc1ccccc1N1CCN(C(=O)C2CCCN(S(=O)(=O)c3ccc(C)cc3)C2)CC1 (configuration not stated)
 : -23, 3
> COc1cccc(O)c1CN1CCC(n2nccc2NC(=O)c2ccc3c(c2)OCO3)CC1
 : 17, -3

# A stretch of the results above:
# Value order: H9c2 TAG inh, H9c2 TAG inh DAPI viability
> CC(=O)NC(C)C(=O)OCc1ccc(Cl)cc1Cl (configuration not stated)
 : -2, -2
> CN(Cc1ccccc1)C(=O)c1ccc(NC(=O)C2CCN(C(=O)OC(C)(C)C)CC2)cc1
 : -31, 3
> COc1ccc(C(C)(C)C)cc1NC(=O)c1ccccc1-n1cnnn1
 : 1, -4

# Next part.
# Value order: H9c2 TAG inh, H9c2 TAG inh DAPI viability
> Cc1cc(C)nc(SCC(=O)N(C)C)n1
 : 4, -3
> COc1ccc(-c2c[n+]3c(n2-c2ccccc2)SCC3)cc1OC
 : -11, 7
> O=S1(=O)CCO[C@H]2Cc3ccccc3[C@H]2N1Cc1ccccc1Br
 : -9, 7
> Cc1cc(C)c2nc(-c3ccccn3)cc(C(=O)NCc3ccco3)c2c1
 : -1, 5
> Cn1nnnc1SCCNC(=O)C1CCC(=O)N(Cc2cccc(C(F)(F)F)c2)C1 (configuration not stated)
 : -13, -10
> COc1ccc(OC)c(C2C3=C(CCCC3=O)NC3=C2C(=O)CCC3)c1
 : -1, 6
> CCOC(=O)c1cnc2nc(COc3ccccc3)[nH]n2c1=O
 : -6, 13
> COCc1cc(C)nc(SCC[N+](C)(C)CC(=O)c2ccc(Br)cc2)c1C#N
 : 8, 1
> O=C(c1ccc([N+](=O)[O-])cc1)N1CCC(Cc2ccccc2)CC1
 : 11, 1
> O=c1oc2cc(OCc3ccc(F)cc3F)ccc2cc1-c1ccccn1
 : -56, 86
> COc1ccc(-n2nnnc2SCC(=O)N2CCN(C(=O)c3ccco3)CC2)cc1OC
 : -14, -16
> COC(=O)c1sccc1NC(=O)CC1NCCNC1=O (configuration not stated)
 : 6, -3
> Oc1ccccc1-c1cc(-c2ccc(F)cc2)n[nH]1
 : -28, -2
> O=C(c1cnn2c(C(F)(F)F)cc(-c3cccs3)nc12)N1CCN(Cc2ccccc2)CC1
 : 3, 11
> COc1ncc(-c2cccc3nccn23)c(OC)n1
 : 2, -3

# A second format for some results above.
> Cc1cc(C)c2nc(-c3ccccn3)cc(C(=O)NCc3ccco3)c2c1
- H9c2 TAG inh: -1
- H9c2 TAG inh DAPI viability: 5

> Cn1nnnc1SCCNC(=O)C1CCC(=O)N(Cc2cccc(C(F)(F)F)c2)C1 (configuration not stated)
- H9c2 TAG inh: -13
- H9c2 TAG inh DAPI viability: -10

# Going on with the list:
# Value order: H9c2 TAG inh, H9c2 TAG inh DAPI viability
> O=c1c(C(c2ccc(Br)cc2)c2c(O)nc3n(c2=O)CCS3)c(O)nc2n1CCS2
 : -4, 1
> CCCCCc1ccc(OCCCC[n+]2ccccc2)c(CCCCC)c1
 : 32, -22
> COC(=O)c1ccc(CSC2=NC[C@@H]3[C@@H]4C(=O)N(C)C(=O)[C@@H]4[C@](C)(C(=O)OC)N23)cc1
 : -2, -4
> CCOC(=O)[C@H]1[C@H]2COc3cc(OC)ccc3[C@@H]2N2C(=O)CN(CC3CCCO3)C(=O)[C@@]12C (some centres not stated)
 : -5, 1
> CCN(C[C@H]1N[C@@](Cc2ccccc2)(C(=O)OC)[C@H]2C(=O)N(Cc3ccccc3)C(=O)[C@@H]12)C(=O)c1ccccc1
 : 19, -12
> Cc1cc(=O)[nH]c(SCC(=O)NC(C)C2CC3CCC2C3)c1C#N (configuration not stated)
 : 6, -2
> C=CCOc1c(Cl)cc(CNc2nccs2)cc1OC
 : 5, -6
> Cc1ccc(S(=O)(=O)N2CCCCC2)cc1C(=O)N1CCN(c2ccccn2)CC1
 : 5, -14
> CCc1nc2c(OCC(=O)C(C)(C)C)cccn2c1N(C)C(=O)COc1ccccc1
 : -1, -9
> Cc1cc(C)c2c(n1)sc1c(N3CCN(C)CC3)ncnc12
 : 2, 18
> Cc1ccc(/C=N/N2CCN(Cc3cccc4ccccc34)CC2)s1
 : 4, -4
> O=C(NC1CCN(Cc2ccccc2)CC1)c1cc(S(=O)(=O)Nc2ccc(F)cc2)ccc1Cl
 : 9, 10
> CC1(c2ccccc2)NC(=O)N(CC(=O)Nc2cccc(/C=C/c3ccccn3)c2)C1=O (configuration not stated)
 : -5, 0
> CC(C)(C)Cc1nnc(NS(=O)(=O)Cc2ccccc2)s1
 : 0, 4
> Cc1ccnc(NC(=O)c2cc(S(=O)(=O)N3CCCCC3)ccc2Cl)c1
 : -9, 0
> COc1ccc(Cc2nc3ccccc3c(=O)n2N)cc1OC
 : 1, 2
> CCOC(=O)N1CCC(Nc2nc3ccccc3n3cnnc23)CC1
 : 12, -5
> CS(=O)(=O)N(CC(=O)Nc1ccc(C(N)=O)cc1)C1CCCCC1
 : 0, 6
> CCCCN1CC(O)=C(c2nc(-c3ccc(Cl)cc3)cs2)C1=N
 : 2, -28
> COc1cc(S(=O)(=O)N(C)Cc2ccc3c(c2)OCCO3)ccc1NC(C)=O
 : -7, -4
> CCCCCN(C(=O)CCC(=O)OCc1ccccc1F)c1c(N)n(CCCC)c(=O)[nH]c1=O
 : 0, -7
> Cc1ccc(N2C(=O)CS(=O)C(c3ccccc3)C2=O)cc1C (configuration not stated)
 : 4, 3
> OCC(Cc1ccccc1)Nc1c2ccccc2nc2ccccc12 (configuration not stated)
 : 6, 32
> COc1ccc(C(=O)NC(=S)Nc2cccc3nc(C)ccc23)cc1OC
 : -12, -3
> Cn1nc(C(=O)OCC(=O)NCc2ccc(Cl)cc2Cl)c2ccccc2c1=O
 : 4, 4
> Cc1cccc(NC(=O)CNC(=O)COC(=O)C2CC2C)c1C (configuration not stated)
 : -7, -5
> Cc1ccc(CCNS(=O)(=O)c2cc3c(cc2Cl)NC(=O)CO3)cc1
 : -2, -5
> COc1cc(CC(=O)O)ccc1O
 : 4, 6
> CN(c1ccccc1)S(=O)(=O)c1cc(C(=O)OCC(=O)N2CCN(C(=O)c3ccco3)CC2)ccc1Cl
 : 8, -9
> O=C(Nc1cccc(Cl)c1Cl)c1csc([C@@H]2O[C@H](CO)[C@H](O)[C@H](O)[C@H]2O)n1
 : 1, 6
> COc1ccc(CC(=O)c2cc(OC)c(OC)cc2CC(=O)O)cc1OC
 : 14, 5
> O=C(O)C1Nc2c(C(=O)N3CCOCC3)cccc2C2C=CCC12 (configuration not stated)
 : -4, -2
> O=C(Nc1ccccc1C(F)(F)F)NC1(C(=O)N2CCOCC2)CCCCC1
 : -1, -4
> CCN(CC)C(=O)C1CCCc2c1[nH]c1ccc(Cl)cc21 (configuration not stated)
 : 2, 9
> Cc1ccc(NC(C(=O)c2ccccc2)c2ccccc2)cc1 (configuration not stated)
 : -23, 8
> Cc1cc(C)n(-c2cc(-n3nc(C)cc3C)ncn2)n1
 : -2, -11
> Cc1ccc(NC(=S)NCC(O)c2ccccc2)c(C)c1 (configuration not stated)
 : -1, 2
> O=C1NC(=Nc2ccc(O)cc2)S/C1=C/c1ccco1
 : 35, -17
> CCOC(=O)C1CCCN(C(=O)c2ccc(C)c(S(=O)(=O)N3CCCCC3)c2)C1 (configuration not stated)
 : -11, 1
> OCCC1CN(CC(c2ccccc2)c2ccccc2)CCN1C1CCCC1 (configuration not stated)
 : -4, 21
> C[C@H](NC(=O)c1ccco1)C(=O)Nc1cccc([N+](=O)[O-])c1
 : -7, 0
> Cc1cc(C)nc(NNC2=CC(=[N+]3CCCC3)CCC2)n1
 : -1, 8
> COc1cc(OC)cc(C(=O)Nc2nnc(Cc3ccc(OC)c(OC)c3)s2)c1
 : 7, -3
> COc1cc2c(C)nc3onc(-c4ccccc4)c3c2cc1OC
 : 20, -14
> CC1(C)Oc2cc3oc(C(=O)O)cc(=O)c3cc2-c2ccccc21
 : -1, -2
> Cc1ccc(NC(=O)CCNS(=O)(=O)c2ccccc2)cc1S(=O)(=O)N1CCOCC1
 : 6, 3
> COc1cc(C(=O)N2CCN(C(=O)C3CCCO3)CC2)cc(OC)c1OC (configuration not stated)
 : 5, 0
> OC[C@@H]1CN(Cc2ccccc2)C[C@H](n2cnc3c(N4CCCC4)ncnc32)O1
 : 2, 2
> Cc1cc(C)c(C#N)c(Nc2ccc3c(c2)OCCO3)n1
 : -2, 4
> O=C(C1CC1)N1CCc2cc(Br)cc(S(=O)(=O)N3CCCCCC3)c21
 : -2, -3
> O=C(COC(=O)c1cnccn1)c1ccc(Cl)c([N+](=O)[O-])c1
 : 1, -3
> CCOC(=O)C1CCCN(C(=O)C(CCSC)NC(=O)COc2ccccc2)C1 (configuration not stated)
 : 7, -10
> CCOC(=O)COc1cc(N)c(Cl)cc1Cl
 : -12, 3
> NC(=O)C1CCCNC1 (configuration not stated)
 : -6, -5
> CCN(c1ccccc1)S(=O)(=O)c1ccc(OC)c(NC(=O)CNCCc2ccccc2)c1
 : -8, -4
> COc1ccc(C2SCCN2S(=O)(=O)c2ccccc2)cc1OC (configuration not stated)
 : -28, 7
> Cc1ccc(S(=O)(=O)N(C)c2ccc(OCC(=O)OCc3ccc(C#N)cc3)cc2)cc1
 : 5, 4
> COc1ccc(S(=O)(=O)Nc2ccc(C(F)(F)F)cc2)cc1OC
 : -12, 4
> Cc1ccnc2nc(C(=O)Nc3nccs3)nn12
 : 11, 4
> CCOC(=O)C(NC(C)=O)(N1CCc2ccccc2C1)C(F)(F)F (configuration not stated)
 : -10, 0

# Next part:
# Value order: H9c2 TAG inh, H9c2 TAG inh DAPI viability
> CCN1CCN(CCNC(=O)C2CCCN(Cc3nc(-c4cccc(Cl)c4)oc3C)C2)CC1 (configuration not stated)
 : -19, 5
> O=C(Cc1cccc2ccccc12)N/N=C/c1ccc(OC(=O)/C=C/c2ccco2)cc1
 : -7, -7
> Cc1ccc(Oc2ccccc2/C=N/O)cc1
 : -6, -6
> CC1CCCCN1C(=O)COC(=O)c1cc(-c2cccs2)nn1-c1ccccc1 (configuration not stated)
 : 1, 6
> CSCCC(NC(=O)c1cccc(C)c1)C(=O)NNC(=O)c1cccs1 (configuration not stated)
 : 0, -4
> CCOC(=O)C(=O)c1c(-c2ccc(C)cc2)nc2ccccn12
 : 2, 2
> Cc1cc(C)c(S(=O)(=O)Nc2ccc[nH]c2=O)c(C)c1
 : -10, -4
> O=C(C[n+]1ccc(/C=N/O)cc1)NCc1ccccc1
 : 0, -5
> NS(=O)(=O)c1cccc(-n2cnnn2)c1
 : 5, -3
> O=C(CN1CCCCC1)Nc1ccccc1C(=O)NC1CC1
 : -1, 0
> CC(=O)c1cc2c(O)c(O)ccc2o1
 : 2, 17
> O=C(Nc1ccc(F)cc1F)N1CCN(CCc2ccccc2)CC1
 : -23, 3
> CN1CCN(C2=NC(=O)/C(=C/c3ccccc3OS(=O)(=O)c3ccccc3)S2)CC1
 : 6, 2
> O=C(Nc1ccccc1Cl)O/N=C(/c1ccccc1)c1ccccn1
 : -14, -2
> COc1ccc(/C=C2\CCn3c2nc2cc(C(=O)O)ccc2c3=O)cc1OC
 : -10, -1
> O=C(N/N=C/c1cccc(NC(=O)c2ccc(Cl)cc2)c1)c1ccc(O)cc1
 : -7, 3
> COc1ccc(-c2cc3nc(NCCOc4ccccc4)ccn3n2)cc1
 : 2, 33
> CNC(=S)NNS(=O)(=O)c1ccc(OC)cc1OC
 : 0, -2
> NC(=O)c1ccc(NC(=O)COC(=O)C(Cc2ccccc2)NC(=O)c2ccccc2)cc1 (configuration not stated)
 : -3, 0
> O=C(CSc1nnc(-c2ccco2)o1)NC(=O)C1COc2ccccc2O1 (configuration not stated)
 : 5, -2
> COc1ccc(/C=N/NC(=O)c2ccncc2)cc1CN1CCN(c2ccc(F)cc2)CC1
 : -11, 1
> O=S(=O)(c1ccccc1)c1ccc(C(F)(F)F)cn1
 : -9, -8
> CC/C(=N\NC(=S)NC(C)C)c1ccc(OC(F)F)cc1
 : -3, -4
> CC1CCN(C(=O)c2[nH]cnc2C(=O)N[C@@H](C)C(=O)OC(C)(C)C)CC1
 : -2, -2
> CCC(Sc1nc2ccccc2c(=O)n1CCN1CCOCC1)C(=O)NCc1cccnc1 (configuration not stated)
 : 13, -4
> Cc1ccc(Nc2ccccc2)cc1
 : -5, 0
> CC(C)(C)NC(=O)CSc1nc(O)cc(=O)[nH]1
 : 4, 2
> O=C(COC(=O)/C=C/c1ccccc1Cl)NC(=O)NC1CCCC1
 : 5, -2
> COc1cccc(CN(C)CCCn2cnc3c(OC)ncnc32)c1
 : -11, 9
> COC(=O)C1=C(C)Nc2c(c(=O)n(C)c(=O)n2C)C1c1cccs1 (configuration not stated)
 : 9, -8
> CN(C)C(CNC(=S)Nc1ccc(Cl)cc1)c1cccnc1 (configuration not stated)
 : 6, -1
> CC1(C)Cc2c(cnn2-c2ccc(F)cc2)C(NC(=O)C2=CC(=O)CC(C)(C)O2)C1 (configuration not stated)
 : -9, 26
